# Bioassay records from PubChem BioAssay.
# TNAP activators – human TNAP enzyme activators, primary screen, biochemical, luminescent, no phosphate acceptor, uHTS (AID 1001); activation fold at 20 µM; hits with a dose series show EC50 in µM; 0.03% of 200,000 active; purified TNAP, luminescent activation assay, no phosphate acceptor; higher activation fold means a stronger effect; in the data active means activation fold from about 3, or a potency from the dose series; inactive means the rest, 99 in 100 with activation fold below about 1.6; further: many of its hits are not listed in these tables
# Lipid droplet – modulators of hepatic lipid droplet formation; AML12 mouse hepatocytes, oleate lipid droplets, BODIPY imaging; inhibition, % at 6.5 µM; 0.4% of 240,000 active; AID 1656;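 active means lipid droplet intensity inhibited by at least 50%, with more than 500 cells counted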
#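 Assay system: AML12 mouse liver cells | Compound: 6.5 µM single-point dosing | Schedule: Overnight exposure | Technique: Fluorescence imaging, 20x objective, two fields per well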
# human PMI inhibitors – MPI inhibition at elevated mannose 6-phosphate – biochemical, fluorescence intensity, high mannose 6-phosphate, primary screen (AID 1220) | recombinant PMI enzyme, coupled fluorescence intensity; higher % means a stronger effect | 0.66% of 190,000 active | one-dose inhibition, % at 20 µM; IC50 in µM for titrated hits
# MT stabilize HCS – microtubule stabilizers in HeLa cells; HeLa tubulin immunostaining HCS, 24 h; share of cells brighter than vehicle mean+2SD; % tubulin-high responders, % at 10 µM; 0.83% of 200,000 active; AID 2205;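 active means plate Z-score above 3 for both tubulin-high and condensed-nucleus cell shares, with cell loss under 80%, at 10 µM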;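 further: anti alpha tubulin signal scored within the nucleus-defined area of each cell; some results filed as inactive read as strong as hits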
# PMI inhibitors – MPI enzyme activity inhibition – biochemical, fluorescence intensity, coupled assay, primary screen (AID 1209). one-dose inhibition, % at 20 µM; IC50 in µM for titrated hits. purified PMI enzyme, coupled fluorescence intensity; higher % means a stronger effect. 0.42% of 190,000 active;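 further: plate controls were DMSO vehicle for no effect and wells lacking substrate for full effect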
# b-catenin transl – beta-catenin nuclear translocation modulation | HeLa beta-catenin nuclear translocation, immunofluorescence imaging | nuclear translocation activity, % at 5 µM | 0.3% of 190,000 active;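 active means nuclear translocation activity above 50% at 5 µM, with a well cell count of 50 or more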;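 further: per-cell ratio of nuclear to cytoplasmic median beta-catenin stain intensity; plate controls were DMSO negative control for no effect and GSK-3 inhibitor IX positive control for full effect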
#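 Technique: fluorescence imaging of beta-catenin antibody stain plus DAPI / Material: human HeLa cell line / Incubation: compound treatment 24 h, 37°C, 5% CO2 / Read-out basis: % activation of per-cell nuclear versus cytoplasmic median beta-catenin signal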
# Insulin prom up – MIN6 insulin promoter up-regulation | MIN6 insulin promoter-GFP reporter, high-content imaging; active compounds read high | z-score at 5 µM | 0.3% of 190,000 active;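 active means z-score above 3 at 5 µM with at least 500 cells counted in the well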
# T cell modulator – modulates CD8 T cell binding to vesicles | calls only at 7 µM | AID 2052 | 0.068% of 330,000 active | 2C CD8+ T cell-vesicle binding, flow cytometry; active compounds read low;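 active means response, share of CD8 T cells binding vesicles, and their 90th percentile fluorescence all below set limits, cut at about 80% in these data, passing the limit was not always enough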
#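 Test system: purified 2C TCR transgenic mouse naive CD8+ T cells. Probe or stimulus: QL9-peptide-loaded Drosophila micro-vesicles bearing Ld, ICAM-1 and B7-1. Incubation: binding step 1.5 h, 37 °C, antibody labelling 20 min, ice. Measured by: flow cytometry of vesicle-bound cells.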
# Autophagy mod – alters autophagy in cells; MEF GFP-LC3 puncta imaging; test concentration mostly 10 µM; calls only at 10 µM (by protocol); 0.98% of 190,000 active;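 active means percentage of spot-positive cells more than 3 SD above its plate mean, without a fluorescence outlier flag or 80% toxicity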;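 further: spot-positive cell cutoff set from DMSO-treated cells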
# Insulin prom up cell count – recorded beside Insulin prom up, whose call it bears; cell count; measured here: cytotoxicity, nuclei count;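 total cells summed across four imaged fields per well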
# Lipid droplet cells 6.5 µM – recorded beside Lipid droplet, whose call it bears; cell count; measured here: cell count, cytotoxicity flag;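 cells counted across two imaged fields per well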
# b-catenin transl cell count 5 µM – also measured in b-catenin transl; calls as there; cell count; measured here: cell count, cytotoxicity flag
# T cell modulator vesicle-bound % – second read-out of T cell modulator, no call of its own (marks repeat the call); double positive events, %; measured here: CD8+ vesicle-bound cell fraction;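 binding gate set so that unloaded-vesicle control wells show 10% double positive cells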
# MT stabilize HCS Hoechst-high % – recorded beside MT stabilize HCS, whose call it bears; % Hoechst-high responders; measured here: nuclear condensation Hoechst responders;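 share of cells brighter than vehicle mean plus two SD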
# MT stabilize HCS cytotoxicity % – also measured in MT stabilize HCS; calls as there; toxicity, %; measured here: cytotoxicity by cell density;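 0% = mean cell density of plate MIN control wells and 100% = no cells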
# Autophagy mod cell loss 18 h – recorded beside Autophagy mod, whose call it bears; toxicity, %; measured here: cell loss, nuclei count;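 cell loss after 18 h compound exposure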
# The depositor's hits bear a star; i = inactive; / = no result given. Unless noted, no stated cut-off is given here; in the data, active means inhibition above about 50%; inactive means the rest.
SMILES,TNAP activators,Lipid droplet,Lipid droplet cells 6.5 µM,human PMI inhibitors,MT stabilize HCS,MT stabilize HCS Hoechst-high %,MT stabilize HCS cytotoxicity %,PMI inhibitors,b-catenin transl,b-catenin transl cell count 5 µM,Insulin prom up,Insulin prom up cell count,T cell modulator,T cell modulator vesicle-bound %,Autophagy mod,Autophagy mod cell loss 18 h
COC(=O)c1ccccc1N(C)C(=O)C12CCC(C)(C(=O)O1)C2(C)C (stereo not given),1.1,-14.5,746,-1.2%,3.0,3.0,6.8,2.6%,-0.7,1088,0.6,1257,i,48.6,i,2.8
COC(=O)c1ccsc1NC(=O)CN1CCN(c2ccc(F)cc2)CC1,1.1,-26.1,782,4.0%,1.9,1.7,14.3,6.8%,3.1,1154,-1.49,1324,i,46.5,i,3.7
Clc1ccc(CSc2nnc([C@@H]3CCCN3)o2)cc1Cl,0.9,/,/,-7.1%,6.0,3.9,4.8,-14.7%,-10.4,1032,-0.07,1545,i,35.4,i,12.0
Cn1ccc2c([N+](=O)[O-])cccc2c1=O,1.1,4.5,711,23.6%,1.6,1.3,2.4,10.5%,-0.1,1057,-0.19,1200,i,61.9,i,-8.0
CCOC(=O)c1c(C)[nH]c(C(=O)COC(=O)COc2ccccc2C=O)c1C,1.1,-2.9,681,18.6%,6.3,3.1,7.8,22.3%,1.2,721,-0.04,1258,i,9.0,i,-18.1
S=c1[nH]c(-c2ccccc2)cn1/N=C/c1cccs1,/,-7.6,718,/,/,/,/,/,-0.1,1122,-0.18,1406,i,29.4,/,/
CCn1c(CNc2ccc(Cl)cc2)nnc1SCc1ccc(Cl)cc1,1,-24.6,709,5.7%,2.6,2.6,11.4,5.1%,-2.8,1166,/,/,i,27.3,i,10.9
COC(=O)c1[nH]c2ccc(Cl)cc2c1NC(=O)CN1CCC(C(N)=O)CC1,1,/,/,10.6%,2.5,2.2,7.7,6.2%,0.0,1115,0.22,1085,i,33.5,i,-12.4
O=C(c1ccccc1)c1coc2ccc(O)c(CN3CCOCC3)c12,1.1,-18.9,658,9.7%,3.0,2.1,11.2,12.1%,-0.6,1057,-0.2,1439,i,24.0,i,-2.1
Cc1ccc(NC(=O)CSc2nnc(CNC(=O)c3ccco3)o2)cc1,1,10.1,718,-4.2%,10.5,2.8,14.1,-3.3%,0.5,1088,-0.47,1284,i,57.6,i,-9.2
Cc1ccc(C2CC(c3ccccc3)=NN2c2ccccc2)o1 (stereo not given),1.3,17.0,746,-51.0%,5.5,1.8,1.2,-33.7%,-1.8,496,-0.43,850,i,52.8,i,-8.9
O=[N+]([O-])c1ccc(CSc2nnc(Cc3ccccc3)o2)cc1,/,2.5,652,/,/,/,/,/,0.8,1335,-0.68,1015,i,40.4,/,/
CCC(C(=O)Nc1cccc(C(=O)O)c1)c1ccccc1 (stereo not given),1.1,3.2,737,-3.7%,3.4,1.7,4.4,-4.3%,-2.4,969,-0.16,1444,i,61.3,i,-13.5
O=S(=O)(Nc1ccc2c(c1)nc1n2CCN(Cc2ccccc2)C1)c1ccc(F)cc1,1.1,/,/,-106.2%,11.3,2.3,18.5,-62.2%,-1.5,1167,-1.62,1004,i,24.3,i,-12.1
CCSc1nnc(NC(=O)c2csc(C)c2)s1,1,1.5,800,1.9%,2.9,1.4,0.8,2.4%,-0.7,1038,-0.04,1235,i,56.1,i,4.3
CCCCN(CC(=O)NCc1ccc(Cl)cc1)S(=O)(=O)c1ccc2c(c1)OCCO2,1,16.1,657,10.4%,2.1,1.8,6.4,8.5%,-4.4,585,-4.37,547,i,28.2,i,4.7
CC1CCc2c(sc(NC(=O)CSc3ncnc4c3cnn4-c3ccccc3Cl)c2C#N)C1 (stereo not given),1.1,/,/,4.7%,3.3,1.8,0.7,15.0%,0.9,1320,-0.41,1635,i,14.3,i,-2.7
CCC(C)(C)NC(=O)C(c1cccn1C)N(Cc1ccc(OC)cc1)C(=O)Cn1nnc2ccccc21 (stereo not given),1.1,-3.4,719,-19.1%,3.3,1.2,6.7,-10.9%,-0.1,1043,-0.2,1058,i,52.0,i,-8.4
COCCN1C(=O)C(CC(=O)Nc2ccccc2)SC1=Nc1ccc(OC)cc1 (stereo not given),1,-13.1,780,3.6%,0.5,1.3,1.7,4.9%,4.7,1019,/,/,i,8.5,i,-8.6
CCN(CC)c1ccc(NC(=O)c2ccccc2Br)cc1S(=O)(=O)Nc1ccccc1OC,1.2,-31.2,673,43.7µM*,2.2,3.1,8.5,63.9%*,/,/,-0.84,1212,i,4.5,i,13.1
Cc1cc2c(cc1C)CSC(c1ccccc1OC(=O)C(C)C)SC2,1.1,/,/,0.5%,1.9,1.6,4.7,2.3%,0.6,1418,0.41,1299,i,46.5,i,10.6
O=C1NC2(CCCCC2)N(C(=O)c2ccccc2)C2=C1CCCC2,1,0.0,667,-2.7%,1.4,2.7,4.4,-1.6%,0.4,1162,-1.42,1376,i,29.0,i,5.8
CCN(CC)C(=O)C(=O)c1cccn1-c1c(Cl)cccc1C#N,1.1,-11.6,764,36.7%,1.8,2.6,2.3,7.7%,1.8,1533,-0.01,1459,i,55.5,i,16.8
Cn1c(=O)c2c(nc(NCCCO)n2C/C=C/c2ccccc2)n(C)c1=O,1,-4.5,699,2.8%,2.8,2.4,1.2,9.4%,2.4,1164,0.09,1320,i,40.5,i,5.2
COc1cc([N+](=O)[O-])ccc1N1C(=O)C2C3C=CC(C4CC34)C2C1=O (stereo not given),1,-3.6,704,-9.2%,2.8,1.1,5.5,-4.5%,-3.1,1106,-0.34,1255,i,10.0,i,16.1
Cc1cccc(NC(=O)c2cnc3n(c2=O)CCS3)c1,1.1,10.1,748,-11.0%,2.7,2.5,7.7,-10.0%,-0.2,1247,0.32,1218,i,48.5,i,2.7
CCc1ccccc1NC(=O)c1cc(=O)c2ccccc2o1,1,1.4,587,-3.4%,1.5,1.9,12.4,-7.8%,-2.9,1018,0.17,1638,i,39.3,i,1.0
O=C(/C=C/Nc1cccc(F)c1)c1ccco1,1.1,16.8,809,4.4%,1.5,0.4,10.7,9.0%,/,/,-0.01,955,i,26.9,i,-0.5
Cc1cc(-c2nnc3n2N=C(c2ccccc2)CS3)n[nH]1,/,-0.1,702,/,/,/,/,/,-1.0,1114,-0.51,1483,i,19.9,/,/
CC(C)Sc1nc2ccccc2[nH]1,1.1,-11.7,680,-26.0%,1.9,2.6,8.3,-23.6%,-4.1,1092,-0.61,1332,i,55.3,i,26.0
COC(=O)c1sccc1-n1cccc1C(=O)C(=O)N1CCCC1,1.1,/,/,-2.9%,1.9,1.6,6.2,4.6%,0.1,1311,0.41,1418,i,51.2,i,4.0
O=Cc1c(F)cccc1N1CCCC1,1.1,-8.3,678,37.8%,6.9,1.3,4.0,5.2%,-0.2,1074,0.24,1391,i,32.5,i,0.7
CCOC(=O)N1CCN(S(=O)(=O)Cc2ccccc2)CC1,1.1,/,/,8.5%,2.0,1.0,1.1,103.6%*,/,/,/,/,i,55.9,i,4.1
CCOc1cc(/C=N/NC(=O)CN2CCOCC2)ccc1OCc1ccc(Cl)cc1,1.1,-9.8,634,13.1%,2.4,1.0,7.6,14.7%,-0.5,1081,-0.28,1882,i,45.7,i,-23.1
CCS(=O)(=O)Nc1ccc2[nH]c(=O)[nH]c2c1,1.1,0.6,666,-2.0%,3.6,0.9,7.3,52.1%*,-0.3,1051,1.41,1722,i,15.8,i,-3.7
CCCS(=O)(=O)N1CCN(Cc2ccccc2C(F)(F)F)CC1,1.2,/,/,3.7%,2.5,1.8,12.1,13.7%,-4.7,953,/,/,i,19.8,i,12.9
NC(=O)N/N=C/c1cn(-c2ccccc2)nc1-c1cccs1,1.1,5.3,666,10.2%,4.9,2.0,12.1,9.1%,-0.3,1018,1.09,1158,i,47.9,i,11.5
O=C(Nc1ccc2oc(-c3ccccc3)nc2c1)c1cccs1,1.1,25.9,753,-12.5%,5.4,2.8,4.7,-10.5%,0.4,1145,/,/,i,24.0,i,-9.7
Clc1ccc(SCNc2ccccc2Cl)cc1,/,4.1,674,/,/,/,/,/,0.4,1357,0.35,796,i,62.9,/,/
C=C1CN(Cc2ccccc2)S(=O)(=O)c2ccccc21,/,-16.9,728,/,/,/,/,/,0.0,1206,-0.24,1060,i,23.6,/,/
O=C(NC1(C(F)(F)F)NC(=O)N(Cc2ccccc2)C1=O)c1cccnc1 (stereo not given),1.1,-2.9,776,1.5%,1.6,1.1,6.0,-0.8%,/,/,0.09,898,i,26.6,i,-8.1
O=C(NC1CC1)c1cc(F)c(F)cc1Cl,1.1,10.6,794,3.9%,1.1,1.6,7.3,8.1%,2.7,934,/,/,i,9.7,i,0.3
[O-]/[N+](=C/c1cccnc1)c1ccc(Br)cc1,1,6.2,787,21.7%,4.0,2.7,2.0,21.0%,-2.3,1169,0.59,1339,i,50.3,i,5.8
COc1cccc(NC(=O)Cn2cnc3sc(C)c(S(=O)(=O)N4CCN(C)CC4)c3c2=O)c1,1,-31.3,673,-3.4%,3.3,1.4,4.2,-3.7%,-0.8,1207,0.23,1169,i,46.2,i,-4.9
CCOc1ccc2c(c1)/C(=C(\C(Cl)=C(Cl)Cl)[N+](=O)[O-])N2,1.4,5.5,711,-0.8%,3.1,1.8,2.9,-9.1%,-0.8,1020,0.4,1139,i,54.2,i,8.5
COc1ccc(C2(C(=O)NCCCN3CCOCC3)CCOCC2)cc1,1,/,/,5.9%,3.0,3.2,21.2,6.6%,-1.5,1134,-0.16,1264,i,19.0,i,56.3
CC1CSc2nnc(CCc3ccccc3)n21 (stereo not given),1.2,/,/,4.5%,3.1,3.9,7.7,4.0%,/,/,-0.25,904,i,62.2,i,1.0
